Screens as filed in PubChem BioAssay.
M. tuberculosis GlmU – inhibition of mycobacterial GlmU enzyme – biochemical, glucosamine-1-phosphate acetyltransferase (AID 1376). M. tuberculosis GlmU acetyltransferase enzyme assay; higher % means a stronger effect. inhibition, %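 (tested at 30 µM in the primary screen)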; hits with a dose series show IC50 in µM. hit rate 0.25% among 220,000; in the data active = inhibition above about 13%;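 also: 0% = complete reaction with vehicle and 100% = reaction without substrate; strong numbers were not always called active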
Mtb RmlCD inh – M. tuberculosis RmlC/RmlD inhibition; P9WH09+P9WH11; RmlC+RmlD coupled enzyme assay, percent inhibition; primary screen in compound mixtures; inhibition, % at 3.6 µM; hit rate 0.03% among 160,000; AID 1533; in the data active = inhibition mostly above about 34%, no sharp cut-off; also: some results filed as inactive read as strong as hits
Target sequence (P9WH09 whole entry, looked up): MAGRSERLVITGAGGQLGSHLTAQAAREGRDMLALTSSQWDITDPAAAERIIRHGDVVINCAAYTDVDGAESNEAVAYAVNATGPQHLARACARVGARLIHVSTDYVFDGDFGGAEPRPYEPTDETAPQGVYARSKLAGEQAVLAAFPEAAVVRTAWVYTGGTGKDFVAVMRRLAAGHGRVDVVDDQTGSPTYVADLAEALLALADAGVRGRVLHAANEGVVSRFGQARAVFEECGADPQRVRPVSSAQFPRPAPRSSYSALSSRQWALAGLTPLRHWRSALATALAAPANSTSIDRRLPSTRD
Target sequence (P9WH11 whole entry, looked up): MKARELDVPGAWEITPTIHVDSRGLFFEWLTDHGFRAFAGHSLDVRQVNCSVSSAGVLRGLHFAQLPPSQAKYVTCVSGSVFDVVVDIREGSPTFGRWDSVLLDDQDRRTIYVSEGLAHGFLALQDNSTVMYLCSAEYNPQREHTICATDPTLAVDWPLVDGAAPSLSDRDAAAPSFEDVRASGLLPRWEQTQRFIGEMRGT
An asterisk follows results filed as active; / = not tested or not shown. Only part of the results is shown; rates above refer to the full screens.

Start of the data: the first 4 compounds (preview)
SMILES	M. tuberculosis GlmU	Mtb RmlCD inh
CCC(=O)Nc1cccc(C(=O)Nc2nccs2)c1	-0.4%	11.9
O=[N+]([O-])C(=C1Nc2ccccc2N1)/C(Cl)=C(/Cl)Br	5.1%	/
CC(C)(C)c1ccc(/C=N/Nc2cccc(C(=O)O)c2)cc1	-6.5%	/
CN1CCN(c2nc3c(c(=O)n(C)c(=O)n3C)n2CCSc2nnnn2-c2ccccc2)CC1	5.0%	/

All compounds of this part (from the top)
SMILES	M. tuberculosis GlmU	Mtb RmlCD inh
CCC(=O)Nc1cccc(C(=O)Nc2nccs2)c1	-0.4%	11.9
O=[N+]([O-])C(=C1Nc2ccccc2N1)/C(Cl)=C(/Cl)Br	5.1%	/
CC(C)(C)c1ccc(/C=N/Nc2cccc(C(=O)O)c2)cc1	-6.5%	/
CN1CCN(c2nc3c(c(=O)n(C)c(=O)n3C)n2CCSc2nnnn2-c2ccccc2)CC1	5.0%	/
CNC(=S)N1CCC(c2nc3ccccc3s2)CC1	2.6%	/
Cc1ccc(CN2CCNC(=O)C2CC(=O)N2CCN(c3ncccn3)CC2)o1 (configuration not stated)	-0.1%	-6.2
CN(C)S(=O)(=O)c1cccc(NC(=O)COC(=O)/C=C/c2ccc([N+](=O)[O-])cc2)c1	3.8%	-11.0
Cc1cc(S(=O)(=O)Nc2cccc(Cl)c2)c(C)s1	-1.5%	3.5
c1ccc(C(c2ccccc2)c2noc(CN3CCN(C4CCCC4)CC3)n2)cc1	-0.5%	-10.5
O=C1c2ccccc2C(=O)C1c1ccccn1	4.0%	/
CCn1c(=S)sc2c(=O)n(-c3ccccc3)c(SCC(=O)NCc3ccco3)nc21	5.8%	/
CCOC(=O)c1[nH]c2cc3c(cc2c1NC(=O)CN1CCN(CCO)CC1)OCO3	3.8%	10.3
CCOc1ccc(-c2nnc3ccc(SC)nn23)cc1	1.9%	/
CCCCCCCC(=O)N/N=C(\C)c1ccc(O)cc1O	2.5%	/
COC(=O)c1ccc(-c2nc(-c3cccs3)no2)cc1	-0.2%	-7.0
O=C(NCc1ccco1)c1sc(=S)n2c1[nH]c(=O)c1ccccc12	-0.6%	45.3
CSc1nc(NCCOCCO)c2sc3nc(-c4ccco4)c4c(c3c2n1)CCC4	1.1%	7.2
COc1ccc(CC(=O)NC(C)c2nnc(SCC(=O)Nc3nc(C)cs3)n2C)cc1 (configuration not stated)	5.9%	-0.7
O=C(NCCc1ccccn1)c1cc(-c2ccccc2Cl)nc2ccccc12	-0.5%	9.3
CCOC(=O)c1sc2nc(C)nc(SCC(=O)NC(C)CCc3ccccc3)c2c1C (configuration not stated)	1.9%	-9.1
Cc1cc(NC(=O)CN2CCCC(C)C2)n(-c2nc3ccccc3s2)n1 (configuration not stated)	/	2.0
CCS(=O)(=O)c1nnnn1-c1ccccc1S(C)(=O)=O	-2.7%	-2.8
Nn1c(SCC(=O)NCCC2=CCCCC2)nnc1C(F)(F)F	7.7%	/
CCCCn1c(NCc2cccs2)nc2ccccc21	-2.1%	6.8
O=C(c1ccc(COc2c(F)c(F)cc(F)c2F)o1)N1CCN(c2ccc(Cl)cc2)CC1	2.4%	2.5
O=C(CCCCn1c(=O)[nH]c2ccsc2c1=O)NCc1cccnc1	17.9%	-4.4
Cc1cc(S(=O)(=O)N2CCCCCC2)c(Cl)cc1Cl	0.8%	/
CCC(C)NCCOc1ccc(C)cc1[N+](=O)[O-] (configuration not stated)	-2.7%	10.6
CN1CCN(S(=O)(=O)c2ccc(NC(=O)c3cccc(S(=O)(=O)N4CCCC4)c3)cc2)CC1	-1.7%	7.5
COc1ccc(N(CC(=O)N2CCCCCC2)S(=O)(=O)c2c(C)[nH]c(=O)[nH]c2=O)cc1	5.5%	-7.0
COC(CNC(=O)c1cccc2c1C(=O)N(Cc1cccnc1)C2)OC	-2.2%	3.5
O=C(O)c1cc(-c2cccnc2)nc2ccccc12	9.8%	-3.1
CS(=O)(=O)N1CCN(c2cccc(Cl)n2)CC1	4.1%	-1.2
Cn1c(O)c(C=NC2CCN(Cc3ccccc3)CC2)c(=O)[nH]c1=O	3.4%	11.0
CC(=O)Nc1ccc2c(c1)CCC2=O	-1.0%	/
CCN(CC)C(=O)CSc1nnc(CCCCCNC(=O)OC(C)(C)C)o1	-1.6%	/
O=S1(=O)CCC(NC(=S)SCc2ccccc2Br)C1 (configuration not stated)	6.0%	-11.7
C#CCOCCOCCOCCNc1nc(N2CCN(C(=O)[C@H]([C@@H](C)CC)n3cc([C@@H](N)CC(C)C)nn3)CC2)nc(N2CCN(C(=O)[C@H](CCCCN)n3cc([C@@H](N)CC(C)C)nn3)CC2)n1	-7.1%	/
CC(Cc1cccs1)NC(=O)Nc1ccc([N+](=O)[O-])cc1 (configuration not stated)	0.9%	-14.2
COc1cc(CN=C(C)c2c(O)n(C)c(=O)n(C)c2=O)cc(OC)c1	-3.2%	1.3
Cc1cc(=O)oc2cc(OCC(=O)NCC3CCCO3)ccc12 (configuration not stated)	6.8%	6.4
CCOC(=O)c1c(NC(=O)C2COc3ccccc3O2)sc(C(C)=O)c1C (configuration not stated)	1.9%	/
O=C(Nc1ccccc1F)c1ccc(Cn2cc(Br)cn2)cc1	-3.6%	-3.2
Cc1cc(N)n2ncc(-c3cccc(Br)c3)c2n1	-0.2%	/
Cc1ccc(CSCCNC(=O)c2ccc(NS(C)(=O)=O)cc2)cc1	5.2%	-10.0
O=[N+]([O-])c1ccccc1S(=O)(=O)N1CCN(Cc2ccc3c(c2)OCO3)CC1	-2.8%	/
CCN1CCN(C(=S)Nc2ccc3nc(N4CCN(C)CC4)cc(C)c3c2)CC1	2.8%	-11.7
COc1ccccc1-n1cc(CN2CCN(C3CCCCC3)C(CCO)C2)cn1 (configuration not stated)	-1.6%	-5.2
Cc1cc(C(=O)N/N=C/c2cc(Cl)cc([N+](=O)[O-])c2O)c2ccccc2n1	-1.6%	/
Cc1ccc(-n2ncc3c(N4CCCC4)ncnc32)c(C)c1	1.7%	17.0
(next part)
SMILES	M. tuberculosis GlmU	Mtb RmlCD inh
CC(C)[C@H](NC(=O)c1ccccc1Cl)C(=O)OCc1cc(=O)n2cc(Br)ccc2n1	-1.4%	-8.9
COc1ccc(-n2c(SC3CCOC3=O)nc3ccccc32)cc1 (configuration not stated)	9.9%	-5.1
COc1ccc(-c2nnc(SCCC(=O)O)n2-c2ccccc2)cc1	-4.9%	9.1
CCC(c1nnnn1CCOC)N1CCN(C(=O)c2ccco2)CC1 (configuration not stated)	2.2%	3.9
Cc1ccc2nc(C)cc(Cl)c2c1	-3.0%	-7.8
O=C(Nc1cccn2ncnc12)c1ccc(Cl)cc1Cl	-6.4%	/
O=C(CSc1nc2ccccc2s1)Nc1ccc(Cl)c(S(=O)(=O)N2CCOCC2)c1	-0.5%	10.3
C=CCN(CC=C)C(=O)Cn1cnc([N+](=O)[O-])n1	2.1%	/
Cc1ccc(Cn2c(/C=C/c3ccco3)nc3ccccc32)cc1	-7.6%	/
COc1ccc(CCNC(=O)CN(C)S(=O)(=O)c2cccc3nsnc23)cc1OC	1.1%	/
Cc1ccc(NC(=S)C2=C(O)c3sccc3N(C)S2(=O)=O)cc1	6.4%	/
C=CCn1c(C#N)c(N)sc1=N	-5.7%	/
Cc1ccc(S(=O)(=O)n2ccc3cccnc32)cc1	-1.5%	-3.3
CCC(=O)Nc1sc2c(c1C#N)CC(C)(C)NC2(C)C	-1.8%	7.6
CCOC(=O)c1cc2c(nc1N)CC(C)(CC)OC2 (configuration not stated)	0.8%	1.8
Cn1cc(C(=O)NCc2ccccc2F)cn1	4.8%	/
COC(=O)CCCNC(=O)CN1CC(c2ccccc2)CC1=O (configuration not stated)	0.8%	-0.6
O=C1CCCN1CCCNS(=O)(=O)c1ccc(Cl)c(C(=O)N2CCOCC2)c1	3.4%	/
O=C1NC[C@H](Cc2ccc(O)cc2)N(CCc2cccc3ccccc23)C1=O	2.4%	/
CCSc1nc2sc3c(c2c2[n+]1CC(CBr)O2)CCCC3 (configuration not stated)	1.4%	14.0
Cc1cc(C)cc(N=C(NO)c2cccc([N+](=O)[O-])c2)c1	3.5%	14.3
O=C(CN1CCN(Cc2ccccc2F)C1=O)NC1CCCC1	2.5%	7.4
Cc1ccc(OCC(=O)NC2CCCc3ccccc32)c(C)c1 (configuration not stated)	1.0%	-5.8
CCn1c(=O)c2cc(C(=O)N3CCN(C(=O)c4ccco4)CC3)sc2c2ccccc21	-3.8%	/
COc1cc(/C=N/n2c(-c3ccccc3)n[nH]c2=S)cc(OC)c1O	7.6%	-7.3
[O-]/C(=C(\C(=S)Nc1ccccc1F)[n+]1ccccc1)c1ccc(-c2ccccc2)cc1	3.0%	-11.8
CCN1CCN(C(=O)NC(c2ccc(C)c(F)c2)C(Cl)Cl)CC1 (configuration not stated)	0.7%	2.7
Cc1ccc(-c2cc(C(=O)N/N=C/C=C/c3ccccc3)n[nH]2)o1	1.1%	-11.3
Cc1ccc(NC(=O)CN2C(=O)N/C(=C/c3cc(C)n(-c4ccc(C(=O)O)cc4)c3C)C2=O)cc1	8.1%	-0.8
CCOc1ccc(N(C)S(=O)(=O)c2ccc(C)c(C(=O)OCC(=O)c3c[nH]c4ccccc34)c2)cc1	2.5%	-9.1

Entries of single compounds, quoted from the list.
[O-]/C(=C(\C(=S)Nc1ccccc1F)[n+]1ccccc1)c1ccc(-c2ccccc2)cc1 as listed: M. tuberculosis GlmU: 3.0%; Mtb RmlCD inh: -11.8
Cc1ccc(OCC(=O)NC2CCCc3ccccc32)c(C)c1 (configuration not stated) as listed: M. tuberculosis GlmU: 1.0%; Mtb RmlCD inh: -5.8

The results go on.
SMILES	M. tuberculosis GlmU	Mtb RmlCD inh
Cc1cc(NS(=O)(=O)c2ccc(NC(=O)C(c3ccccc3)c3ccccc3)cc2)no1	1.6%	/
O=C(Nc1nnc(C23CC4CC(CC(C4)C2)C3)s1)c1ccc(N2C(=O)CCC2=O)cc1	1.1%	-8.1
CC1(C)CC(=O)C(C=NCCN2CCN(C3CC(=O)N(c4ccc(Cl)c(Cl)c4)C3=O)CC2)=C(O)C1 (configuration not stated)	5.4%	-9.5
CCOc1ccc2c(c1)nc(SCC(=O)c1ccc(Br)s1)n2C	-2.4%	-3.5
Cn1nnnc1SCC(=O)Nc1ccc(S(=O)(=O)N2CCOCC2)cc1	2.0%	2.4
CC(=O)/C(=N/Nc1ccccc1)Sc1nnc(CCc2ccccc2)n1-c1ccccc1	-3.3%	1.7
COc1ccc(Br)cc1/C=N/NC(=O)c1cc(OC)c(OC)c(OC)c1	7.8%	/
Cc1ccc2ncnc(Nc3ccc(C)c(C)c3)c2c1	-2.6%	/
Cc1ccc2c(c1)nnn2C1CCN(CC(=O)NNC(=O)c2ccco2)CC1	-3.8%	-6.4
C=CCOC(=O)C(C#N)c1nc2ccccc2nc1N1CCN(Cc2ccccc2)CC1 (configuration not stated)	-1.7%	/
CC1=C(C(=O)N2CCCCCC2)C2(CCC(C)CC2)OC1=O (configuration not stated)	5.1%	11.1
COc1ccccc1N(CC(=O)NCc1ccco1)S(C)(=O)=O	-0.7%	7.9
CCCCOc1cccc(OCCCC)c1C(=O)Nc1cc(C)on1	2.4%	9.4
CC1(C)CC(NC(=O)CCC2CCCC2)CC(C)(C)N1	1.1%	2.0
CCCCCCC1NC(C(=O)O)CS1 (configuration not stated)	-4.1%	/
CC(C)(C)C(=O)COC(=O)c1c2c(nc3ccccc13)CCC2	0.3%	2.9
CCC(C)(C)NC(=O)CCn1c(-c2ccccc2)cc(C(C)=O)c1C	-2.4%	-14.3
Cc1cc(SCC(=O)Nc2cccc(S(=O)(=O)NC3=NCCCCC3)c2)c(C)cc1Br	-6.4%	-5.7
COC(=O)c1ccc2c(c1)C(=O)/C(=C/c1ccc(O)cc1)O2	-3.1%	3.1
N=c1sccn1CC(=O)Nc1ccc(S(N)(=O)=O)cc1	0.8%	-12.4

6 consecutive entries already listed, quoted:
SMILES	M. tuberculosis GlmU	Mtb RmlCD inh
CC1=C(C(=O)N2CCCCCC2)C2(CCC(C)CC2)OC1=O (configuration not stated)	5.1%	11.1
COc1ccccc1N(CC(=O)NCc1ccco1)S(C)(=O)=O	-0.7%	7.9
CCCCOc1cccc(OCCCC)c1C(=O)Nc1cc(C)on1	2.4%	9.4
CC1(C)CC(NC(=O)CCC2CCCC2)CC(C)(C)N1	1.1%	2.0
CCCCCCC1NC(C(=O)O)CS1 (configuration not stated)	-4.1%	/
CC(C)(C)C(=O)COC(=O)c1c2c(nc3ccccc13)CCC2	0.3%	2.9

More compounds follow.
SMILES	M. tuberculosis GlmU	Mtb RmlCD inh
Cc1c(Cl)sn(-c2ccc(Cl)cc2)c1=O	118µM*	-6.8
COC(=O)[C@H](Cc1ccccc1)NC(=O)N1CCC(C)CC1	1.4%	-8.1
COCC(=O)NC1CC2CCC(C1)N2C(=S)Nc1ccccc1C(=O)OC (configuration not stated)	-1.3%	-5.1
COC(=O)c1c(C)oc2ccc(N(C(=O)c3ccncc3)S(=O)(=O)c3ccc(C)cc3C)cc12	-3.1%	6.2
CCOC(=O)/C(C#N)=C/Nc1cc(C(C)(C)C)sc1C(C)=O	4.0%	5.5
Cc1cccc(C(=O)OCC(=O)NC(C)CCc2ccccc2)c1 (configuration not stated)	1.0%	-15.1
COc1cc(C2(O)CCCCC2C)cc(OC)c1OC (configuration not stated)	5.5%	-12.6
COCCn1c(SCC(=O)Nc2ccc3c(c2)CCC3)nc2ccccc2c1=O	2.0%	-10.5
O=c1c2ccc([N+](=O)[O-])cc2ncn1CCOc1cccc(Br)c1	-3.3%	2.2
CC(C)(C)c1cc(C(=O)NNC(=O)Nc2cccc(Cl)c2)n(Cc2ccccc2)n1	6.0%	-11.7
